CBFb-RUNX1 inh: qHTS Assay for Compounds Blocking the Interaction Between CBF-beta and RUNX1 for the Treatment of Acute Myeloid Leukemia. Runt-related transcription factor 1 (Homo sapiens) + Core-binding factor subunit beta …. AlphaScreen CBFb-His/RUNX1-biotin binding, biochemical. Potency, µM (titrated, usually from 59.8 µM), inactives show top-dose activity, negative = inhibition, hits mostly inhibitors. 230,000 tested, under 10 active; further: % of control where 0% means no effect
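Room-temperature protein-protein interaction test with 30 nM each of His-tagged CBF-beta and biotinylated RUNX1, 15 min with compound, then 90 min with nickel plus streptavidin beads. Signal read in AlphaScreen mode.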
Luc counter: Counterscreen for Luciferase (Kinase-Glo TM) Inhibition | Kinase-Glo luciferase, ATP luminescence, 8 min | 200,000 compounds, 0.28% hits | Potency, µM (series often up to 38.3 µM), for the others: at the top dose activity change, negative = inhibition, most hits filed as inhibitors | Luciferin 4-monooxygenase (Photuris pensylvanica), Q27757 | AID 1379, 2008; further: potency means the concentration at half of the fitted maximal effect; on the % scale 0 is the no-effect control and ±100 the full control effect; nearly all actives have a fitted effect of over 60% in size
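Light output from Kinase-Glo luciferase with luciferin and 10 uM ATP in 50 mM imidazole pH 7.2, KCl, MgCl2, Tween 20, BSA; compound pin-delivered, 8-min ambient incubation, then luminescence read.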
GLA spleen mod: qHTS Assay for Inhibitors and Activators of Human alpha-Galactosidase From Spleen Homogenate; Alpha-galactosidase A (Homo sapiens), P06280; human spleen homogenate, 4MU-alpha-Gal fluorescence, 40 min; Potency, µM (highest dose often 80 µM), for inactives: at the top dose activity change, negative = inhibition, actives largely listed as inhibitors; 240,000 compounds, 0.008% hits;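 further: potency means the concentration at half of the fitted maximal effect; 0% = enzyme with vehicle and -100% = no enzyme basal signal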
Target sequence (P06280 32-429 limits assumed): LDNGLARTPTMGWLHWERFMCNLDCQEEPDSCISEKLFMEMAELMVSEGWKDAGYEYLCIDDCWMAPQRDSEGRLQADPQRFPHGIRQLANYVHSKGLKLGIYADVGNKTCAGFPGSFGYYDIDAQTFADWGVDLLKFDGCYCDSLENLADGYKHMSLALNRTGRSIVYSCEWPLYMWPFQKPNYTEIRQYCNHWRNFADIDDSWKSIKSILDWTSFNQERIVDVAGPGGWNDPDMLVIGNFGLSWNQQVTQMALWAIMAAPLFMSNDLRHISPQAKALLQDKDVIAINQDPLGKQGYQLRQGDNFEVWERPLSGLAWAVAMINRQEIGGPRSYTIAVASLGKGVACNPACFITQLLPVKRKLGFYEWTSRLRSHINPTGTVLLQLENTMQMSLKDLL
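Human spleen homogenate (1 ug) was the enzyme source, with 4-methylumbelliferyl-alpha-D-galactopyranoside (1 mM final) in pH 5.0 citrate buffer with 0.01% Tween-20. Compounds were titrated; after 40 min at 37C, NaOH/glycine stop, 4-MU fluorescence read; AC50 from Hill fits.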
Lamin A splicing: qHTS Assay for Modulators of Lamin A Splicing | 200,000 compounds, 0.01% hits | Potency, µM (top dose mostly 46.1 µM), inactives show at the top dose ratio change, negative = inhibition, hits mostly inhibitors | HeLa LMNA splicing GFP/RFP minigene ratio, 48 h; active means well fitted inhibition curve with a large enough effect in the signal ratio, with a control signal flat, not every such curve was filed as active; inconclusive means small, poorly fitted or top-dose-only effect, or effect the other way, or a change in a side signal; the % refers to the signal ratio; further: potency means the concentration at half of the fitted maximal effect; on the % scale 0 is the no-effect control and ±100 the full control effect
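Read-out is the ratio of GFP to DsRed2 object intensity, acquired by 488 nm laser-scanning cytometry on HeLa lamin A-EGFP minigene reporter cells. Compound incubation 48 hrs at 37 °C in Opti-MEM with 2% FBS; DMSO 0.5% final.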
IMPase Li inh: qHTS Assay for Identifying the Cell-Membrane Permeable IMPase Inhibitors: Potentiation with Lithium | Potency, µM (doses to about 59.4 µM), for the others: top-dose activity, negative = IMPase inhibition, most hits filed as inhibitors | AID 1457, 2008 | 210,000 compounds, 0.35% hits | CHO-M1 cells, IP1 TR-FRET (IP-One), carbachol + lithium;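 further: IP1 builds up when IMPase is blocked and the TR-FRET signal falls; potency means the concentration at half of the fitted maximal effect; plate controls were basal vehicle for no effect and high inhibitor control for full effect; nearly all actives have a fitted effect of over 50% in size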
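IP1 accumulation measured by competitive TR-FRET in lysed CHO-M1 cells after 30 min compound exposure at 37C, with a small lithium addition to potentiate weak responses. Hill-equation AC50 from ratio and donor-channel data.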
Epigenetic derep: Quantitative High-Throughput Screen for Regulators of Epigenetic Control; murine LDR cells, GFP reporter derepression, 30 h; Potency, µM (doses to about 53.9 µM), for inactives: top-dose GFP activation, actives largely listed as activators; 280,000 compounds, 0.2% hits; AID 1865, 2009; further: potency means the concentration at half of the fitted maximal effect; % of control where 0% means no effect; nearly all actives have a fitted effect of over 60% in size
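Readout is the number of GFP-expressing murine LDR cells, counted by cytometry following washing. Cells were treated with compound for 30 h at 37 C; the stably integrated CMV-GFP locus is normally silent.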
NPSR antag: qHTS Assay for Antagonists of the Neuropeptide S Receptor: cAMP Signal Transduction. Potency, µM (doses to about 38.3 µM), inactives show top-dose activity change, negative = inhibition, actives largely listed as inhibitors. AID 1461, 2008. 220,000 compounds, 1% hits. CHO-NPSR cells, cAMP TR-FRET, antagonist mode. Q6W5P4; further: potency means the concentration at half of the fitted maximal effect; on the % scale 0 is the no-effect control and ±100 the full control effect; nearly all actives have a fitted effect of over 50% in size; many of its hits are not listed in these tables
Target sequence (Q6W5P4 whole entry, looked up): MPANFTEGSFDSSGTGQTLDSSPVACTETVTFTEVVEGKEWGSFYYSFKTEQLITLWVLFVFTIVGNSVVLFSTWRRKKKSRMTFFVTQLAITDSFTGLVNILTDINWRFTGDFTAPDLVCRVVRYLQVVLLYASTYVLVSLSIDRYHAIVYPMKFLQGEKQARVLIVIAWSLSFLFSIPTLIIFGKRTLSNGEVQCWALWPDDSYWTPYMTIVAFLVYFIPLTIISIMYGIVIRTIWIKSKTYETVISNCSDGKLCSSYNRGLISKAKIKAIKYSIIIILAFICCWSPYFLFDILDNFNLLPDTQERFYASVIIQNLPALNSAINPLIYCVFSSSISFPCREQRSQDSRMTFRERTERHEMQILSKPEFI
* marks the source's active call; other numbers are inactive results; ? = inconclusive; . = no result given; [ ] = dose if it differs, or a comment. Unless noted, the call rests on the fitted dose curve; in most records, active means well fitted curve in the direction sought with a large enough effect; inconclusive means small, poorly fitted or top-dose-only effect, or another doubt; inactive means no such curve, though single readings can be large; an effect the other way counts as inactive or inconclusive. An excerpt; the hit share may differ from the screen's.

SMILES	CBFb-RUNX1 inh	Luc counter	GLA spleen mod	Lamin A splicing	IMPase Li inh	Epigenetic derep	NPSR antag
CCNC(=S)Nc1ccc(Cl)c([N+](=O)[O-])c1	-3.9%	2.9%	-4.1%	-26.8%[46 µM]	18.8%	-1.2%	5.6%
O=C(NS(=O)(=O)c1ccc2c(c1)OCCO2)c1ccccc1	13.6%	0.0%	5.0%	-0.9%	16.2%[38.3 µM]	-0.9%	-7.9%[46.1 µM]
C=CCn1c(SCc2nc(N)nc(N3CCCCC3)n2)nnc1-c1ccco1	1.4%	-6.0%	1.3%	10.7%	-5.0%[38.3 µM]	1.1%	-10.6%[46.1 µM]
CCn1cc(C(=O)NCC2CCCO2)c(=O)c2cc(S(=O)(=O)N3CCCCC3)ccc21 (configuration not stated)	-5.6%	-3.6%	-2.1%	?	-7.5%[38.3 µM]	-1.9%	-17.5%[46.1 µM]
Cc1ccc(S(=O)(=O)N(C)C)cc1NC(=O)CSc1ncc(C(F)(F)F)cc1Cl	-3.5%	2.1%	-3.8%	?	1.0%	-1.1%	-40.8%
CC1CC(C)(C)NC(=S)N1CCCC(=O)NCc1ccccc1 (configuration not stated)	6.8%	-4.8%	-1.0%	-5.7%[9.22 µM]	1.7%	1.1%	10.8%
O=C(CSc1nc2[nH]ncc2c(=O)n1-c1ccccc1)NCc1cccs1	?	-3.3%	-1.9%	.	-3.1%	-0.3%	19.4%
O=C(c1ccccc1)N1CCN(c2ncnc3sc4c(c23)CCC4)CC1	11.4%	0.5%	-7.1%	?	8.1%	-0.9%	-21.3%[46.1 µM]
COc1ccc(NC(=O)C2CCCO2)cc1Cl (configuration not stated)	4.5%	14.2%	5.5%	2.1%	6.8%[38.3 µM]	1.0%	5.6%[46.1 µM]
COCc1cc(C)nc(OCC(=O)N/N=C/c2cc(C)n(-c3c(C)cccc3C)c2C)c1C#N	-9.7%	17.5%	-4.1%	4.9%	30.5%[38.3 µM]	1.5%	?
CC(C)(C)N1CC(c2nc3ccccc3n2CCOc2ccccc2)CC1=O (configuration not stated)	-3.0%	1.1%	1.0%	4.0%	-11.0%[38.3 µM]	-1.5%	-4.8%[46.1 µM]
CC(C)CN1CCNC(=O)C1CC(=O)NCc1cnn(-c2cccc(F)c2)c1 (configuration not stated)	23.7%	.	5.1%	.	17.7%	1.1%	4.7%
CCOc1ccc(NC(=O)CN2CCN(C3c4ccccc4-c4ccccc43)CC2)cc1	-1.2%	1.9%	-8.8%	-4.4%	1.4%	0.0%	-14.2%[46.1 µM]
CCCn1c(SCC(=O)Nc2ccccc2CC)nnc1C(C)C	14.1%	0.0%	6.2%	-10.2%	-12.7%	0.0%	-13.5%[46.1 µM]
CCC1=C(C(=O)OC)C(c2cc(OC)ccc2OC)C(C#N)=C(N)O1 (configuration not stated)	7.8%	-1.2%	6.0%	-7.5%	18.8%[38.3 µM]	-15.9%	7.9%[46.1 µM]
O=C(Oc1ccccc1/C=C\C(=O)c1cc2ccccc2o1)c1cccc(F)c1	7.7%	1.8%	1.7%	?	13.7%	-1.1%	-42.2%
CCc1ccc(-c2nc(NC(=O)c3ccc(OCC(=O)Nc4ccc(F)cc4)c(OC)c3)sc2C)cc1	-8.4%	-2.7%	7.1%	-13.1%	7.94µM*	3.4%	6.31µM*
CCCN1C(=O)/C(=C/c2nc3ccccc3c(=O)[nH]2)c2cc(C)ccc21	-1.1%	.	-4.3%	.	.	-0.2%	46.6%
CC(C)c1ccc(NC(=O)C2CCCCC2C(=O)O)cc1 (configuration not stated)	3.2%	-0.3%	7.2%	-7.1%	17.4%[38.3 µM]	-9.5%	-5.9%[46.1 µM]
CCOc1ccc(CSC(CC(=O)O)C(=O)O)cc1 (configuration not stated)	5.0%	-2.7%	10.5%	14.5%	0.6%[38.3 µM]	-1.1%	3.3%[46.1 µM]
O=C(Oc1cc(=O)oc2ccccc12)c1ccccc1	13.9%	.	0.7%	.	5.2%	-0.5%	-14.9%
CCOC(=O)C1(CCCc2ccccc2)CCN(C(=O)CCc2cnn(C)c2)CC1	1.9%	1.2%	-9.8%	5.2%[46 µM]	11.9%	1.9%	-11.8%
CSc1nnc(CCCCCCCCc2nnc(SC)o2)o1	1.7%	.	1.7%	.	.	0.5%	3.9%
N#C/C(=C\Nc1ccc2cn[nH]c2c1)c1nc(-c2ccc(Cl)cc2)cs1	0.5%	3.5%	-1.8%	.	-12.5%	7.4%	-2.9%

Reprinted from the part before: two entries, then new ones.
SMILES	CBFb-RUNX1 inh	Luc counter	GLA spleen mod	Lamin A splicing	IMPase Li inh	Epigenetic derep	NPSR antag
CSc1nnc(CCCCCCCCc2nnc(SC)o2)o1	1.7%	.	1.7%	.	.	0.5%	3.9%
N#C/C(=C\Nc1ccc2cn[nH]c2c1)c1nc(-c2ccc(Cl)cc2)cs1	0.5%	3.5%	-1.8%	.	-12.5%	7.4%	-2.9%
COc1ccc(C(=O)NC(=S)Nc2ccc(S(N)(=O)=O)cc2)cc1	?	-3.0%	7.9%	.	-2.0%	-0.2%	-13.1%
O=c1[nH]c(CN2CCOCC2)nc2ccccc12	2.1%	0.8%	5.1%	-12.5%[46 µM]	0.5%	-1.4%	7.8%
CN(CCC#N)C(=O)CC1(Cc2ccccc2)CCOC(C)(C)C1 (configuration not stated)	1.1%	.	-8.6%	.	.	-1.0%	12.7%
COc1ccc(NC(=O)C2CCCN2S(=O)(=O)c2ccc(F)cc2)cc1 (configuration not stated)	-4.7%	0.0%	-6.0%	-1.3%	5.5%[38.3 µM]	0.7%	2.7%[46.1 µM]
Cc1cccc(OCC(=O)N/N=C/c2cn[nH]c2-c2ccc(Cl)c(Cl)c2)c1	-2.8%	0.6%	0.2%	?	19.9%[38.3 µM]	0.0%	-7.9%[46.1 µM]
CC(C)C1=CC2=CC[C@H]3[C@](C)(C(=O)O)CCC[C@]3(C)C2CC1 (some centres not stated)	-6.3%	-0.4%	-17.2%	.	16.0%	-0.1%	.
CC(NC(=O)Cn1cc(C(F)(F)F)ccc1=O)c1ccc(F)cc1 (configuration not stated)	-1.6%	11.2%	-2.4%	19.2%[9.22 µM]	-1.7%	-2.4%	14.7%
Cc1ccc2cc(CN(CCCN3CCOCC3)C(=O)NC3CCCCC3)c(=O)[nH]c2c1C	3.1%	2.1%	-1.9%	4.7%	-2.3%[38.3 µM]	-0.9%	?
Cc1ccccc1C(=O)Nc1cc(S(=O)(=O)N2CCCCC2)ccc1N1CCN(C)CC1	7.3%	-2.9%	2.4%	1.6%	9.8%	-1.3%	19.8%
Cc1ccc(/C=N/NC(=O)CNC(=O)COc2ccccc2)cc1	1.0%	1.4%	1.1%	-7.0%	9.8%	-1.0%	18.3%
COc1ccc(N(CC(=O)NCCSC(C)(C)C)S(C)(=O)=O)c(OC)c1	12.1%	-5.9%	-3.0%	-5.6%	11.1%[38.3 µM]	-6.3%	-14.4%[46.1 µM]
COC(=O)c1cc2oc(C)cc2n1CC(=O)Nc1cc(C)cc(C)c1	8.3%	1.5%	2.8%	10.3%	38.4%[activator][38.3 µM]	2.7%	-5.1%[46.1 µM]
O=C(NNC(=S)Nc1ccccc1)c1ccncc1	1.9%	-8.4%	-3.3%	10.9%	-9.9%[38.3 µM]	-0.9%	-3.8%[46.1 µM]
CS(=O)(=O)c1ccc2nc(NC(=O)c3cc4ccccc4o3)sc2c1	0.6%	-4.7%	5.7%	?	16.8%[38.3 µM]	1.2%	-16.3%[46.1 µM]
Cc1cc2cc(CNC(=S)Nc3ccc(OC(F)F)cc3)ccc2n1C	-10.6%	1.4%	-1.7%	?	7.4%	2.1%	?
COc1cc(/C=C(/C#N)C(=O)Nc2ccc(C)cc2)ccc1Oc1nc(Cl)ncc1F	-17.7%	-1.7%	0.7%	?	11.0%	-1.0%	-19.3%
Cc1nn(-c2ccccc2)c(N2CCCC2)c1/C=N/NC(=S)Nc1ccccc1F	-10.8%	-2.2%	-2.9%	-9.0%	14.9%	7.9%	-53.2%
Cc1cccc(CN2CCN(C(=O)CCc3nnc(C4CCCCC4)o3)CC2)c1	6.5%	2.0%	-1.4%	20.3%[46 µM]	9.4%	5.1%	19.4%
CCOc1ccc(/C(O)=C2/C(=O)C(=O)N(CCN(C)C)C2c2ccccc2)cc1Cl (configuration not stated)	-2.4%	0.0%	8.3%	-11.7%	-21.9%	0.0%	10.1%
Cc1ccc(F)cc1NC(=O)N1CCN(c2ccnc3cc(Cl)ccc23)CC1	3.6%	.	4.5%	.	.	-4.1%	-43.5%
N#CCNC(=O)c1cccn1-c1ncc(C(F)(F)F)cc1Cl	-6.0%	-0.6%	6.5%	-1.0%[46 µM]	-3.0%	-0.1%	17.2%
Cc1cc(N2CCOCC2)ccc1/C=C1\NC(=O)N(CC(=O)Nc2ccccc2C)C1=O	3.8%	-1.0%	5.3%	-3.2%	22.2%[38.3 µM]	-0.1%	-0.6%[46.1 µM]
COc1ccc(/C=C(\NC(=O)c2cccs2)C(=O)Nc2ccccc2C)cc1OC	6.0%	2.1%	4.8%	5.3%	0.7%	-1.8%	4.9%
C/C(=N/Nc1nc(C)cc(-c2ccccc2)n1)c1ccco1	-2.9%	-6.3%	-2.2%	?	17.0%[38.3 µM]	0.0%	-3.3%[46.1 µM]
O=C(OCc1ccc(F)cc1)c1ccc2c(c1)-c1ccccc1C2=O	-6.6%	-4.0%	-1.0%	12.4%	1.6%[38.3 µM]	2.8%	-20.1%[46.1 µM]
CCC(C)n1nccc1NC(=O)C(C)Cl (configuration not stated)	2.9%	-2.1%	-2.3%	.	-25.3%	2.3%	13.0%
COc1ccc(C(=O)NC(=S)Nc2ccc(N3CCOCC3)c(Cl)c2)cc1[N+](=O)[O-]	9.5%	5.7%	9.7%	?	-3.8%	1.0%	-3.7%
